# High-throughput results from PubChem.
# Bcl-XL Bim block = human Bim-Bcl-XL interaction inhibition. Bim peptide-Bcl-XL binding, bead flow cytometry, fluorescence. inhibition, % at 10 µM. 0.04% of 190,000 active
# Target sequence (Q07817 whole entry, looked up): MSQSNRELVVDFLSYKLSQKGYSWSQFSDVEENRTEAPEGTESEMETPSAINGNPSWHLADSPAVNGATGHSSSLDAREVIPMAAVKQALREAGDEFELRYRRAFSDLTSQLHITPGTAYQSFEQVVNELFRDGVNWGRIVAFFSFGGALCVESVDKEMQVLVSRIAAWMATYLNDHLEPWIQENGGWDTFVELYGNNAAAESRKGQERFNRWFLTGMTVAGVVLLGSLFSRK
# Bim-Bcl-W = human Bim-Bcl-W interaction inhibition | 0.02% of 190,000 active | bead-based flow cytometry, Bim peptide-Bcl-W binding | inhibition, % at 10 µM | Q92843;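 note: 0% = bound tracer without compound and 100% = peptide blocker; higher means less fluorescent Bim peptide bound to Bcl-W beads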
# Target sequence (Q92843 whole entry, looked up): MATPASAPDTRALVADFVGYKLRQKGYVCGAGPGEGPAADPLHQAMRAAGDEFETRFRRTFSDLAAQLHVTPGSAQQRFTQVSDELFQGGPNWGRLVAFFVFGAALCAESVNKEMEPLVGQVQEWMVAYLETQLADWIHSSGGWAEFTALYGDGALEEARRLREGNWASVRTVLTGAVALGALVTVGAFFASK
# Bfl-1 Bim block = human Bim-Bfl-1 interaction inhibition; Q16548; Bead-based flow cytometry, Bim-Bfl-1 binding inhibition; inhibition, % at 10 µM; 0.12% of 190,000 active; AID 1008;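 note: 0% = wells without compound plus tracer and 100% = blocker peptide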
# Bcl-2 Bim block = inhibitors of Bim-Bcl-2 interaction, human; Bead-based flow cytometry, Bim peptide-Bcl-2 binding; 0.06% of 190,000 active; P10415; inhibition, % at 10 µM; AID 950; in the data active = inhibition above about 40%; inconclusive = no clear call, values can overlap the other calls;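 note: 0% = no compound wells with probe peptide and 100% = reference peptide inhibitor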
# Target sequence (P10415 whole entry, looked up): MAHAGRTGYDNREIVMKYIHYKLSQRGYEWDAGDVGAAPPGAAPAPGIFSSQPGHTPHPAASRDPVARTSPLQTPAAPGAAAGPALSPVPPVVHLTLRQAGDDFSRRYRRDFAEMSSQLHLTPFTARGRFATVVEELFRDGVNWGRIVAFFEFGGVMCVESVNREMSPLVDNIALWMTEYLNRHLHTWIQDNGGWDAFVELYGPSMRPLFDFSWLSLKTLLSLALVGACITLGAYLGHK
# Avidin bead fluor = avidin bead compound fluorescence profile; Avidin beads, compound fluorescence 488/530 nm, flow cytometry; stronger effect = higher value; fluorescence (KMESF) at 10 µM; 0.38% of 220,000 active; AID 1775; in the data active = fluorescence above about 47; note: inactives centre near 10
# RGS7-Gao reg = human RGS7-Galphao interaction regulation. AID 1439. 0.35% of 220,000 active. Multiplexed bead flow cytometry, RGS7-Galphao binding; actives lie on both sides. binding response (% of control), % at 10 µM; in the data active = binding response below about 49% or above about 150%; inconclusive = no clear call, values can overlap the other calls; inactive = in between;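 note: fluorescent Galphao held in activated GDP-AlF4 state binding bead-coupled RGS7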
# Target sequence (P09471 whole entry, looked up): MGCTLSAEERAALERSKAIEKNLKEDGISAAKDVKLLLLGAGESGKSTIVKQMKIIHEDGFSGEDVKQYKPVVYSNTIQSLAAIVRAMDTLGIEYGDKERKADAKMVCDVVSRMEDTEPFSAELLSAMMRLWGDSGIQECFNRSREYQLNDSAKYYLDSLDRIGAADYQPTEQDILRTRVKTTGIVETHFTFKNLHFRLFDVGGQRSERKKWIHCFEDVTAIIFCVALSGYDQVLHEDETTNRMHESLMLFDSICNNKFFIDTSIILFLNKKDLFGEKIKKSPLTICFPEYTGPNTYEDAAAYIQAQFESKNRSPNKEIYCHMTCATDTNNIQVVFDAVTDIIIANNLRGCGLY
# RGS4-Gao reg = modulates binding of RGS4 to human Galphao | P09471 | Multiplexed bead flow cytometry; actives lie on both sides | binding response (% of control), % at 10 µM | 0.33% of 220,000 active; in the data active = binding response below about 49% or above about 150%; inactive = in between;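 note: fluorescent Galphao activated with aluminum fluoride binding bead-coupled RGS4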
# GSH bead fluor = compound fluoresces at 488/530 nm on GSH beads. GSH beads flow cytometry, compound fluorescence 488/530 nm; stronger effect = higher value. fluorescence (KMESF) at 10 µM. 0.25% of 190,000 active. AID 1776; in the data active = fluorescence above about 89;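 note: glutathione beads carrying GST-tagged Bcl family fusion proteins plus one bare bead set; values are compound well signal with DMSO vehicle wells as background; inactives centre near 16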
# Bim-Bcl-B = inhibitors of Bim-Bcl-B interaction, human | Q9HD36 | bead-based flow cytometry, Bim peptide-Bcl-B binding | inhibition, % at 10 µM | 0.073% of 190,000 active | AID 951;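 note: 0% = tracer peptide without compound and 100% = reference inhibitor peptide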
# ABCB1 inh = blocks JC-1 efflux by human ABCB1 transporter; 0.067% of 190,000 active; CCRF-Adr cells, flow cytometry; P08183; inhibition, % at 6.6 µM; in the data active = inhibition above about 40%;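 note: 0% = vehicle and 100% = reference inhibitor; higher value means more JC-1 retained so stronger ABCB1 efflux block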
# ABCG2 inh = blocks JC-1 efflux by human ABCG2 transporter | Q9UNQ0 | IgMXP3 cells, flow cytometry | inhibition, % at 6.6 µM | 0.1% of 190,000 active;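 active = inhibition above 80%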;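 note: 0% = DMSO and 100% = nicardipine control wells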
#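 Test system: IgMXP3 cells (ABCG2) mixed with DDAO far-red-labelled CCRF-Adr cells (ABCB1). Reagent: JC-1 transporter substrate. Compound dosing: single test compound dose, 6.6 µM final. Times: 10 min compound exposure, 25 °C. Detection: flow cytometry of retained JC-1 fluorescence. Read-out basis: efflux inhibition in percent versus controls. Controls: nicardipine and DMSO wells.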
# * = called active by the depositor; ? = inconclusive; . = no result given; [ ] = dose if it differs, or a comment. Cut-off read from the data, not from the text of the source, unless noted: active = inhibition above about 40%. Random draw from the library; 1.3% or so of the library scored in one or more.
Bim-Bcl-B	ABCB1 inh	Bim-Bcl-W	Bcl-XL Bim block	Bfl-1 Bim block	Bcl-2 Bim block	GSH bead fluor	ABCG2 inh	RGS7-Gao reg	RGS4-Gao reg	Avidin bead fluor	structure
0	0.2	1	2	-2	-2	4	1	102	99	8	c1ccc(-c2nnc3n2N=C(c2ccc4c(c2)OCO4)CS3)nc1
1	0.8	2	1	7	4	11	4	97	100	7	C=CCOc1ccc(/C=N/Nc2ccccn2)cc1OC
0	0.2	1	4	1	2	19	0	112	102	14	Cc1ccc(-n2nnc(-c3cc4ccccc4nc3Cl)n2)cc1
-11	0.1	0	-14	-8	-8	36	3	103	103	6	CCN(CC)C(=O)CSc1nnc(-c2cc(OC)cc(OC)c2)o1
-6	-0.3	-1	-2	0	-5	18	-2	?	104	9	CC(=O)Cc1nsc(NC(=O)c2ccc(-c3ccc(F)cc3)o2)n1
0	1.1	-3	-2	-2	-3	12	12	98	98	10	COc1cc(NC(=O)c2noc3c2CCCC3)c(OC)cc1Cl
-4	1.0	-2	-4	-1	-4	11	4	97	93	2	CC(=O)c1ccc(N/N=C(/C(N)=O)C2=NC(C)(C)Cc3ccccc32)cc1
-10	-2.8	-3	-5	-19	-10	33	0	100	99	13	Cc1cc(C)cc(CSc2nnc(C)c(=O)[nH]2)c1
-4	-0.6	-3	-7	-11	-3	36	-4	96	96	8	Cc1c(NC(=O)c2ccc3c(c2)OCO3)c(=O)n(-c2ccccc2)n1C
1	0.2	3	1	1	0	25	2	?	98	9	Cc1ncc([N+](=O)[O-])n1CC(=O)Nc1ccc2c(c1)OCO2
-5	0.8	3	-9	-7	-7	63	9	100	101	8	N#C/C(=C/c1ccc(Cl)cc1)NC(=O)c1ccccc1
-6	0.3	0	-8	-21	-15	35	32	99	102	16	O=C(CN1C(=O)c2ccccc2S1(=O)=O)N1CCOCC1
0	0.1	-1	0	0	0	11	2	102	108	13	O=C(c1ccccc1)c1ccc(OC(=O)N2CCOCC2)cc1
-2	0.6	1	0	-4	-2	39	2	91	90	7	NC(=O)C1CCN(S(=O)(=O)c2cccc(C(=O)O)c2)CC1
-4	1.1	-2	-6	-2	-6	10	51	105	108	12	Cc1cc(C(=O)CSc2nc(N)cc(N)n2)c(C)n1-c1cccc(C(F)(F)F)c1
-8	-0.1	-3	-4	0	0	6	0	102	102	4	CC(C)(C)c1nnc(N/N=C/c2ccccc2)n(N)c1=O
-2	1.5	0	-1	-2	0	34	11	102	102	10	Cc1nn2c(N3CCN(C(=O)c4ccco4)CC3)cc(C(C)(C)C)nc2c1-c1ccc(Cl)cc1
-6	0.4	0	-4	-6	-8	18	7	?	101	9	Cc1nc2ccccn2c1C(=O)Nc1ccc(Cl)cc1
-6	0.7	1	-2	-8	-4	11	14	102	101	12	O=C1C2C3C=CC(C4CC34)C2C(=O)N1/N=C/c1ccc(-c2ccc(Cl)cc2[N+](=O)[O-])o1 (stereo unspecified)
-2	2.6	0	-2	0	0	4	11	97	102	11	O=C(NCCc1c[nH]c2ccccc12)C(=O)NCC(c1ccco1)N1CCN(c2ccccc2)CC1 (stereo unspecified)
14	-0.3	-3	-5	-2	4	10	-1	95	97	15	Cc1ccc(C)n1-c1ccc(C(=O)NN=C2CCCC2)cc1
0	0.1	-1	-8	-6	-4	26	2	104	107	4	COc1ccc(-c2nn(-c3ccccc3)cc2C(=O)O)cc1
105*	-0.3	72*	105*	36	97*	-1	1	100	101	6	O=C(COC(=O)CCCN=C1NS(=O)(=O)c2ccccc21)NC(=O)NC1CCCC1
6	0.7	0	0	5	4	12	2	103	104	6	COc1ccc(C(=O)Nc2ccc(-n3nncc3C(C)(C)C)cc2)cc1
9	-0.1	7	3	9	8	36	0	101	100	27	CCN(Cc1cc2ccc(C)cc2[nH]c1=O)C(=O)c1cccnc1
-5	1.2	0	-3	-6	-1	16	2	137	136	22	COc1ccc(C(=O)OCn2nnc3ccccc3c2=O)cc1[N+](=O)[O-]
-1	1.0	-4	-2	-2	-7	18	6	99	101	7	CCCn1nnnc1NCc1ccccc1OCc1ccc(F)cc1
-6	0.7	-6	-2	-7	-6	18	5	?	105	10	COc1cccc(CN(C)CC(=O)Nc2cccc3ccccc23)c1
0	0.7	-1	-3	-2	1	11	2	110	109	21	CC(C)c1nnc(NC(=O)CCC(=O)NCc2cccs2)s1
0	0.6	-4	-3	0	-1	8	1	91	102	11	CCOC(=O)CSc1nnc(CSc2nc3ccccc3c(=O)[nH]2)n1-c1ccccc1
-3	0.5	-1	-1	-2	-1	19	3	97	98	19	O=C(CSc1ccccn1)N1CCN(c2ccccc2)CC1
-5	-0.1	-4	-3	-3	-6	11	0	95	101	9	CCC(CO)NS(=O)(=O)c1cc(-c2nn(C)c(=O)c3ccccc23)ccc1C (stereo unspecified)
-5	0.8	1	-4	-10	-10	11	5	102	97	8	Cc1ccc(C(=O)N2CCN(c3ccc(NC(=O)c4ccc(Br)o4)cc3)CC2)cc1
-6	0.1	-2	0	0	0	21	0	96	100	13	CN(C)c1ccc(NC(=O)Cn2ncn3c(cc4ccccc43)c2=O)cc1
-1	0.3	-3	-3	-4	-2	26	1	100	97	5	Cc1cccc(CSCCNC(=O)CSCc2ccc([N+](=O)[O-])cc2)c1
-2	0.3	5	-1	-9	1	22	3	104	104	6	Cc1ccc(-c2nnc(CSc3nc4cc5c(cc4cc3C)OCO5)o2)cc1
2	0.0	2	-1	-2	2	22	-1	95	102	11	O=C(c1cccnc1)N1CCN(CCCc2ccccc2)CC1
-2	0.4	0	-3	-2	-3	22	2	100	100	9	COc1ccc(/C=C/C(=O)C23CC4CC(CC(C4)C2)C3)cc1CN1CCOCC1
1	-0.9	0	1	0	0	12	1	97	101	9	CCNc1ccc(C(=O)NN=C2CCCC2)cc1[N+](=O)[O-]
0	0.1	-2	-3	-7	-2	10	1	96	96	24	O=[N+]([O-])C(C1CCS(=O)(=O)C1)C1CCS(=O)(=O)C1 (stereo unspecified)

# Another view of some results above:
# Under each structure – Bim-Bcl-B	ABCB1 inh	Bim-Bcl-W	Bcl-XL Bim block	Bfl-1 Bim block	Bcl-2 Bim block	GSH bead fluor	ABCG2 inh	RGS7-Gao reg	RGS4-Gao reg	Avidin bead fluor
> Cc1cccc(CSCCNC(=O)CSCc2ccc([N+](=O)[O-])cc2)c1
    -1	0.3	-3	-3	-4	-2	26	1	100	97	5
> CCNc1ccc(C(=O)NN=C2CCCC2)cc1[N+](=O)[O-]
    1	-0.9	0	1	0	0	12	1	97	101	9
> O=C(c1cccnc1)N1CCN(CCCc2ccccc2)CC1
    2	0.0	2	-1	-2	2	22	-1	95	102	11
> O=[N+]([O-])C(C1CCS(=O)(=O)C1)C1CCS(=O)(=O)C1 (stereo unspecified)
    0	0.1	-2	-3	-7	-2	10	1	96	96	24

# Continued.
Bim-Bcl-B	ABCB1 inh	Bim-Bcl-W	Bcl-XL Bim block	Bfl-1 Bim block	Bcl-2 Bim block	GSH bead fluor	ABCG2 inh	RGS7-Gao reg	RGS4-Gao reg	Avidin bead fluor	structure
-7	-0.1	-1	-5	-7	0	10	0	108	100	5	Cc1ccc(CSc2nc3ccccc3c(=O)[nH]2)cc1
-7	1.2	-1	-11	-13	-9	28	12	108	104	21	O=C(c1ccc(COc2ccccc2Br)o1)N1CCCCCC1
-2	1.0	-3	-1	0	-4	12	5	93	96	10	COC(=O)N(NC(=O)C(O)(c1ccccc1)c1ccccc1)c1ccccc1
-7	0.1	-4	-1	-4	0	11	1	97	102	19	Cc1ccc(OC(=O)c2ccc3nc(C)sc3c2)cc1
16	2.4	16	26	14	11	10	49	99	102	11	O=C(N/N=C/c1cccc([N+](=O)[O-])c1)c1cccs1
-3	-0.1	1	-3	-4	-3	19	7	101	100	9	Nc1nc(-c2ccco2)nn1C(=O)c1ccccc1Cl
1	1.2	-3	8	5	0	32	8	98	102	8	COc1ccc2[nH]c(=O)c(CN(Cc3ccc4c(c3)OCO4)C(C)=O)cc2c1
-7	0.3	4	-6	-9	-5	48	4	106	106	8	COc1cccc(NC(=O)c2ccc(NC(C)=O)cc2)c1
-10	0.3	-1	-5	-17	-14	32	3	96	101	7	COC(=O)c1ccc2c(c1)N(C)C(=O)CS2
-2	1.2	-1	-1	-2	0	23	3	100	105	13	O=C(c1cnn2c1NC(c1ccc(Br)cc1)CC2C(F)(F)F)N1CCN2CCCC2C1 (stereo unspecified)
-4	1.5	3	-1	-4	-1	22	2	98	97	7	CCOc1ccc(N(CC(=O)NCc2ccccc2)S(=O)(=O)c2c(C)noc2C)cc1
-63	1.6	-3	-4	14	-6	73	3	104	93	4	O=C(Cn1sc2ccccc2c1=O)NC12CC3CC(CC(C3)C1)C2
-2	-0.5	0	1	4	-3	41	-2	110	112	2	CCOC(=O)/C(C#N)=C1/SC(CC)C(=O)N1c1ccc(C)cc1 (stereo unspecified)
-14	-0.1	-1	-7	-12	-8	32	0	99	108	5	CCOCc1cnc(C)nc1NCC(=O)c1c(C)[nH]c2cc(C)ccc12
-1	0.8	0	1	1	0	17	3	104	104	10	CC1(C)Oc2ccc3ccc(=O)oc3c2C(N2CCCCC2)C1O (stereo unspecified)
-4	0.6	-5	-3	-6	-6	32	3	.	199*[activator]	.	O=C(Nc1ccccn1)NC1CCCCC1
-1	0.4	0	0	-2	-1	14	2	100	102	7	COc1ccc(CNC(=O)C2CCN(S(=O)(=O)N3CCOCC3)CC2)cc1
-6	1.2	-2	-1	-5	-4	11	10	94	101	10	CC(=O)c1cccc(NC(=O)CSc2nc(N3CCCCC3)nc(N3CCCCC3)n2)c1
-5	17	2	-2	-13	-9	11	25	100	101	12	O=C(NCCOc1ccccc1)c1ccccc1
0	-0.4	-1	-2	5	4	14	-2	93	99	8	O=C(NNC(=S)NCc1ccccc1)c1ccc2c(c1)OCO2
-7	0.2	-3	-5	-14	-7	11	18	101	102	14	N#C/C(C(=O)N1CCCCC1)=C1/N=C(N)c2ccccc21
-9	-1.2	0	-4	-14	-7	36	-3	101	100	13	CC(=O)C1=C(O)C(=O)N(c2cccnc2)C1c1ccc(Cl)cc1 (stereo unspecified)
-9	-0.8	0	-6	-18	-12	32	-6	100	105	13	Cc1ccc(/C=C/C(=O)C2C(=O)c3ccccc3C2=O)cc1
0	-0.2	4	0	-2	0	10	1	100	101	14	CN(C)c1nc(N(C)C)n(Cc2c(Cl)cccc2Cl)n1
-12	2.8	-4	-4	-4	-5	15	2	93	95	10	COc1ccccc1N1CCN(C(=O)c2ccc(Cn3c(=S)[nH]c4cc5c(cc4c3=O)OCO5)cc2)CC1
-10	0.5	-6	-9	-9	-7	11	2	100	97	14	NC(=O)c1ccc[n+](Cc2cccc3ccccc23)c1
-3	0.4	7	-2	3	6	4	1	95	92	5	COc1cc(CN(C)Cc2ccccc2)cc(OC)c1O
-1	-0.1	2	-1	-7	-5	58	0	105	105	7	O=C(Cn1cc(C(=O)c2ccco2)c2ccccc21)Nc1ccccc1
2	-0.2	5	8	-6	1	40	-1	100	99	6	CC(C)(C)c1ccc(Oc2cccc(C3CC(=O)C(C4NCCc5ccccc54)C(=O)C3n3cncn3)c2)cc1 (stereo unspecified)
